PI5P4Ka inh – inhibitors of human PI5P4K alpha. 1.2% of 330,000 active. P48426. PI5P4Kalpha enzyme, ADP-Glo luminescence, 60 min; stronger effect = lower value. AID 652105. max response, %; active = max response of -50% or lower; inconclusive = between -30% and -50%; inactive = -30% or higher; note: value at the top dose of about 77 µM; % is set by controls: 0 for no effect and ±100 for the full control effect
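qHTS, 1536-well: enzyme/substrate mix, compound by pin tool, 5 microM ATP final; RT 60 min; ADP-Glo reagents 1 (45 min) then 2 (30 min); luminescence.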
D3 ag – activates the human D3 dopamine receptor; P35462; D3R DiscoveRx beta-arrestin cells, luminescence, 90 min; max activation, %; 0.58% of 410,000 active; AID 652048; in the data active = max activation above about 30%; note: 0% is about no effect; mostly tested at two doses, the higher about 12 µM
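Agonist-mode cell screen: cells plated at 1500/well and incubated overnight at 37 °C, then exposed to library compounds for 90 min at 37 °C. Detection reagent was added for 30–60 min at room temperature, and luminescence was read.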
D3 antag – D3 dopamine receptor (human) antagonism; P35462; D3R cells, DiscoveRx beta-arrestin luminescence, antagonist mode; stronger effect = lower value; max response, negative = inhibition, %; 2.5% of 360,000 active; AID 652054; in the data active = max response below about -50%; inconclusive = no clear call, values can overlap the other calls; note: % is set by controls: 0 for no effect and ±100 for the full control effect; mostly tested at two doses, the higher about 12 µM
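Cells expressing the human receptor were seeded at 1500 cells/well, incubated overnight at 37 degrees C in 5% CO2, then exposed to library compounds with dopamine controls for 90 minutes at 37 degrees C before luminescent detection.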
GLP1R inv ag – GLP-1 receptor (human) inverse agonism | P43220 | 1.6% of 410,000 active | AID 624417 | Potency, µM (series often up to 38.3 µM), without a hit: at the top dose activity change, negative = inhibition, most hits filed as inhibitors | HEK293 GLP-1R CRE-luciferase, luminescence, 24 h; GLP-1R form is constitutively active; note: potency is the fitted concentration of half-maximal effect; % is set by controls: 0 for no effect and ±100 for the full control effect; nearly all actives have a fitted effect of over 55% in size
Target sequence (P43220 whole entry, looked up): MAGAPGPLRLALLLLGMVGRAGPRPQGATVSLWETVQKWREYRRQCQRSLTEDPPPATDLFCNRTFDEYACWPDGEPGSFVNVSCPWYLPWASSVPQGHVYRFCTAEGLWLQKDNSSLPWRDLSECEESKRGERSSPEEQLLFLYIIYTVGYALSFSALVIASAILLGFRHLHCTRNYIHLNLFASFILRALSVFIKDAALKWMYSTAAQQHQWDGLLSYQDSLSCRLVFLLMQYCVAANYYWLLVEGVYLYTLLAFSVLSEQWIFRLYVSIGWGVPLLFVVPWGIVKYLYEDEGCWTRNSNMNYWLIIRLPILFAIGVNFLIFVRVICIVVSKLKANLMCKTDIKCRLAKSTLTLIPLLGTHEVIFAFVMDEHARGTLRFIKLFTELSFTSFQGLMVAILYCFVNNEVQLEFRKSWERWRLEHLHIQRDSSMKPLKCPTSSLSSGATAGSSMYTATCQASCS
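Inverse agonism was detected as reduced cAMP-driven luciferase luminescence after 24 h compound treatment. The cells were HEK293 clones expressing constitutively active human GLP-1R with the reporter. Reporter-only and GPR119 cell lines served as counterscreen controls.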
HEK293 tox – cytotoxicity counter-screen for GLP-1 receptor inverse agonists. HEK293 cAMP-luciferase reporter cells, luminescence, 24 h. Potency, µM (top dose mostly 38.3 µM), inactives show at the highest dose activity change, negative = inhibition, hits mostly inhibitors. AID 624418. 0.13% of 410,000 active;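 note: loss of luciferase light is scored as toxicity; potency is the fitted concentration of half-maximal effect; % is set by controls: 0 for no effect and ±100 for the full control effect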
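Luminescence readout: signal drop marks cytotoxicity. Plated cells grew 12 h at 37 °C, 5% CO2, received 23 nL compound for 24 h, then got luciferase reagent, read after 12 min at RT.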
PLK1 PBD inh – blocks phosphopeptide binding to human PLK1 polo-box domain. P53350. Plk1 PBD binding of FITC phosphopeptide, fluorescence polarization. Potency, µM, inactives show max response, negative = inhibition, usual class: inhibitors. 2.8% of 360,000 active. AID 720504; note: potency is the fitted concentration of half-maximal effect; series mostly up to about 57 µM; % is set by controls: 0 for no effect and ±100 for the full control effect; nearly all actives have a fitted effect of over 65% in size
Target sequence (P53350 whole entry, looked up, the tested form may be a part): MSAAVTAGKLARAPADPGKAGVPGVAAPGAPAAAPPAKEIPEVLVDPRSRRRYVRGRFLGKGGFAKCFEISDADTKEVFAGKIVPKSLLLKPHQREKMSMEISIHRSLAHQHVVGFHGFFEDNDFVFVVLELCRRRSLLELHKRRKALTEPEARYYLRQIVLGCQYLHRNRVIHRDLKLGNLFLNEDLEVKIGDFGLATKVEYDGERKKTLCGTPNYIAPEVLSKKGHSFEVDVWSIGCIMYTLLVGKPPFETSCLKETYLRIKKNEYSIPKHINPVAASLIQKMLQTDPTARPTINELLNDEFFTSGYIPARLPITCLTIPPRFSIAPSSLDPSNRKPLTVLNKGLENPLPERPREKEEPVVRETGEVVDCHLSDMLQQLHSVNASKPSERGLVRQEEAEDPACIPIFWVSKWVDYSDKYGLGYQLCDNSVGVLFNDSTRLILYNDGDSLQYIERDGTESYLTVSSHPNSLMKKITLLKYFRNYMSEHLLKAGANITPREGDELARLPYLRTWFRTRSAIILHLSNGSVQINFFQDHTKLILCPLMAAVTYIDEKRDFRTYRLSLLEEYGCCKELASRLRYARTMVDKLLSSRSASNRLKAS
WRN helicase inh – blocks human WRN helicase. Q14191. WRN helicase unwinding, fluorescent forked duplex, kinetic. Potency, µM (series often up to 114 µM), inactives show at the top dose activity change, negative = inhibition, usual class: inhibitors. 0.46% of 360,000 active. AID 651768; note: potency is the fitted concentration of half-maximal effect; % is set by controls: 0 for no effect and ±100 for the full control effect; nearly all actives have a fitted effect of over 55% in size
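WRN at 20 nM final preincubated with compound 15 min at room temperature; reaction started with 100 nM fluorophore/quencher forked duplex oligonucleotide and 2 mM ATP final. Unwinding followed kinetically by red fluorescence (ex 525, em 598 nm).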
GLP1R ag – agonists of human GLP-1 receptor; AID 624172; HEK293 GLP-1R CRE-luciferase, luminescence, 4-6 h; cells express a hypersensitive GLP-1R form; 0.007% of 380,000 active; Potency, µM (series often up to 45.6 µM), without a hit: at the top dose activation, hits mostly activators; P43220; note: potency is the fitted concentration of half-maximal effect; % of control where 0% means no effect
IL2 activator – activators of IL-2; IL-2 activation reporter assay, cell-based qHTS; stimulated with anti-CD3/CD4/CD28 beads; in transgenic mouse T cells; activation, % (series mostly up to about 46 µM); 0.065% of 360,000 active; AID 652025; in the data active = activation above about 50%; inconclusive = mostly about 30% to 49%; note: 0% is about no effect
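First, unstimulated transgenic mouse T cells were exposed to compound for 60 min. Next, anti-CD3/anti-CD4-coated beads with anti-CD28 were added. Finally, after 18 h at 37 degrees C, EGFP and DsRed were imaged.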
The depositor's hits bear a star; u = inconclusive; x = no result given; [ ] = remark or other dose. Unless noted, calls come from the whole dose curve; as a rule, active = well fitted curve in the direction sought with a large enough effect; inconclusive = small, poorly fitted or top-dose-only effect, or another doubt; inactive = no such curve, though single readings can be large; an effect the other way counts as inactive or inconclusive. Hits appear at their usual frequency; overall some 7.8% were active at least once.

SMILES | PI5P4Ka inh | D3 ag | D3 antag | GLP1R inv ag | HEK293 tox | PLK1 PBD inh | WRN helicase inh | GLP1R ag | IL2 activator
COC(=O)C1CCCN1C(=O)C12CC3CC(CC(C3)C1)C2 (configuration not stated) | 7 | -2 | -24 | -24% | -13% | -9% | -3% | 0% | -0.2
O=C(/C=C/[C@H]1O[C@@H](n2cnc3c(NC(=O)c4ccccc4)ncnc32)[C@H](O)[C@@H]1O)NCc1ccc2c(c1)OCO2 | -6 | -2 | -24 | 19% | 4% | -2% | 3% | 9% | 0.3
COc1ccc(C2CC(=O)c3c(ccc4ccccc34)N2)cc1OC (configuration not stated) | -3 | 3 | 13 | -9% | 2% | -2% | 3% | 11% | -2.6
CN(C)c1ccc(/C=C(/NC(=O)c2ccccc2)C(=O)NCCCn2ccnc2)cc1 | 7 | 5 | -7 | 4% | -26% | 5% | -7% | 11% | 0.0
COc1ccccc1CNC(=O)CCN1C(=O)COc2ccccc21 | x | 5 | 19 | -2% | -1% | -7% | -4% | -6% | 1.4
CCc1nc2ccc(C)cc2c(C(=O)NC2CCCCC2C)c1C (configuration not stated) | 0 | 3 | 0 | u | -1% | 0% | 2% | 0% | -0.7
Cc1c(C)c2ccc(OCC(=O)Nc3ccc(CN4CCOCC4)cc3)cc2oc1=O | 4 | -2 | 13 | 139%[activator] | 4% | 2% | 14% | 16% | -3.0
COc1cccc2cc(C(=O)N3CCCc4ccccc43)oc12 | -6 | 9 | 5 | u | 10% | -1% | -2% | 3% | 2.7
Cc1ccc(OCCC(=O)Nc2ccc3c(c2)OCO3)cc1 | -4 | 4 | -6 | -30% | 1% | -3% | -8% | -1% | -0.3
C=CCn1c(=O)c(C(C)=O)cn(N(C)c2ncc(C(F)(F)F)cc2Cl)c1=O | -6 | 2 | 5 | 15% | -1% | -26% | 1% | 0% | -0.4
Cc1nn(-c2ccccn2)c2c1-c1nc(N)ncc1CC2 | -3 | 3 | 51 | 4% | -13% | -5% | 4% | 0% | -2.0
S=C(NCc1ccco1)Nc1ccc(Cl)cc1Cl | -3 | -4 | 6 | u | 1% | -6% | 0% | 1% | 0.3
CC1=C2C3OC(=O)C(C)C3CCC2(C)C=C(Cl)C1=O (configuration not stated) | 1 | 8 | 6 | 12% | 1% | 1% | -4% | 1% | -0.7
O=C(Nc1c2c(nn1-c1ccc(Cl)cc1)CS(=O)(=O)C2)c1ccc(Br)cc1 | x | -3 | x | u | u | x | x | 2% | x
COc1ccc(/C(N)=N/OC(=O)CCc2ccccc2)cc1 | 4 | 4 | 0 | 12% | -15% | 1% | -6% | -1% | 0.6
CC(C)(C)c1cc(Br)c(O)c(N=Nc2ccc(S(=O)(=O)N3CCOCC3)cc2)c1 | -2 | -10 | u | 47%[activator] | -17% | 5% | -2% | -4% | -2.2
COc1ccccc1C(=O)NNC(=S)Nc1ccccc1 | -8 | 2 | u | -23% | -10% | -4% | 12% | 6% | -4.7
COc1cccc(N(C(=O)Cn2nnc(-c3ccc(C)o3)n2)C(C(=O)NC2CCCC2)c2ccncc2)c1 (configuration not stated) | -2 | -17 | -9 | 34%[activator] | -9% | 2% | -3% | 3% | 5.9
O=C(CSc1nnc2ccccn12)NNC(=O)c1ccc([N+](=O)[O-])cc1 | 0 | 6 | -5 | 2% | -5% | -2% | -11% | -1% | -2.5
COC(CNC(=O)CNC(=S)N(Cc1ccccc1)Cc1cccs1)OC | 3 | 1 | 7 | -28% | -4% | -9% | 3% | 0% | -0.3
COc1ccc(C)cc1-n1nnnc1SCC(=O)Nc1cc(C)on1 | x | 12 | 10 | 0% | -22% | -5% | 1% | -9% | -2.7
COc1ccc(/C=C2\SC(=N)N(c3nccs3)C2=O)cc1OC | -23 | -6 | 0 | 10µM* | -29% | -17% | -25%[57.1 µM] | 33% | -0.4
O=C(Nc1cccnc1)C1CCCN(c2ncnc3c2nc2n3CCCCC2)C1 (configuration not stated) | 1 | 0 | 4 | -22% | -2% | -6% | -3% | 13% | -0.6
CC(C)c1ccc(/C=N/NC(=O)c2cccc(Cl)c2)cc1 | -5 | -7 | 0 | u | u | -8% | -23% | -6% | -0.2
Cc1cccc(C)c1OCC(=O)Nc1ccc(NC(=O)c2ccco2)cc1 | 0 | -2 | -11 | -25% | 0% | -1% | -6%[57.1 µM] | 5% | -1.4

Rewritten as comma-separated lines: entries from further up
Molecule,PI5P4Ka inh,D3 ag,D3 antag,GLP1R inv ag,HEK293 tox,PLK1 PBD inh,WRN helicase inh,GLP1R ag,IL2 activator
COc1cccc2cc(C(=O)N3CCCc4ccccc43)oc12,-6,9,5,u,10%,-1%,-2%,3%,2.7
COc1ccccc1C(=O)NNC(=S)Nc1ccccc1,-8,2,u,-23%,-10%,-4%,12%,6%,-4.7
CC(C)(C)c1cc(Br)c(O)c(N=Nc2ccc(S(=O)(=O)N3CCOCC3)cc2)c1,-2,-10,u,47%[activator],-17%,5%,-2%,-4%,-2.2
C=CCn1c(=O)c(C(C)=O)cn(N(C)c2ncc(C(F)(F)F)cc2Cl)c1=O,-6,2,5,15%,-1%,-26%,1%,0%,-0.4

Additional structures.
SMILES | PI5P4Ka inh | D3 ag | D3 antag | GLP1R inv ag | HEK293 tox | PLK1 PBD inh | WRN helicase inh | GLP1R ag | IL2 activator
COc1ccccc1NC(=O)COc1ccc2ccccc2c1 | 10 | 1 | -8 | -8% | -7% | -7% | -3% | 19% | -3.3
CCN(CC)S(=O)(=O)c1ccc(OC)c(NC(=O)c2cn(CC)c3nc(C)ccc3c2=O)c1 | 9 | 3 | 8 | 4% | 1% | -5% | -3% | 13% | -2.2
Cc1cccn2c(=O)c3cc(C(=O)NCc4ccco4)c(=N)n(C4CCCC4)c3nc12 | -14 | 17 | 3 | 68%[activator] | 17% | -17% | -5% | 10% | -3.4
CN(C)S(=O)(=O)c1ccc(N2CCCC2)c(C(=O)N2CCN(c3ccc([N+](=O)[O-])cc3)CC2)c1 | -6 | 4 | 6 | 21% | -27% | -8% | 4%[57.1 µM] | 12% | -0.6
CCOc1c2ccc(C(=O)NCc3ccc(OC(F)(F)F)cc3)cc2nn1CC | 1 | 3 | 2 | -15% | -19% | 1% | 0% | 15% | -0.7
Cc1ccc(NC(=O)Cn2c(=O)n(Cc3ccco3)c(=N)c3c4c(sc32)COC(C)(C)C4)cc1 | 4 | -3 | -1 | -29% | -1% | 5% | -2% | 0% | -0.6
COc1ccc(CCNC(=O)c2coc3ccccc3c2=O)cc1OC | -1 | 11 | 11 | -1% | -8% | 4% | -2% | 14% | -2.5
COCCNC(=O)c1ccc(-c2cn[nH]c2)c2ccoc12 | 6 | 1 | 0 | 6% | -3% | 0% | 2% | 11% | -0.4
CCOC(=O)Cn1nc(C)c(NC(=O)c2ccc([N+](=O)[O-])c(C)c2)c1C | 0 | 8 | 6 | 38%[activator] | 9% | -8% | -4% | 2% | -1.4
COc1ccc(C(=O)NCc2nnc(SCC(=O)N3CCCCCC3)o2)cc1OC | 0 | 3 | 3 | 9% | -16% | -8% | 4% | 2% | 3.5
Cc1ccc(NC(=O)NNC(=O)c2ccccc2)cc1 | -1 | -6 | 2 | 9% | 3% | -9% | -7% | 6% | 1.6
Cc1ccc([C@@H]2CC(=O)[C@@H]3CN(S(=O)(=O)c4ccc(C)cc4)[C@H](c4ccc(Cl)cc4)C[C@@H]3N2S(=O)(=O)c2ccc(C)cc2)cc1 | -3 | 4 | 17 | 5% | -7% | -3% | 0% | 1% | -2.4
COc1cccc(C(=O)N(Cc2ccc3c(c2)OCO3)Cc2nc3ccccc3c(=O)[nH]2)c1 | -1 | -4 | 3 | -16% | u | -7% | -5% | 1% | -1.0
Cc1ccsc1C(=O)NCC(c1cccs1)N1CCOCC1 (configuration not stated) | 3 | -11 | 26 | u | -13% | 6% | 23% | 3% | -2.1
COc1ccc(C(=O)COC(=O)CCN=C2NS(=O)(=O)c3ccccc32)c(OC)c1 | 6 | 12 | 17 | 6% | -3% | -5% | 1% | -5% | -1.1
CC(=O)c1c(N)[nH]c(-c2ccccc2)nc1=S | 4 | -7 | -21 | -31% | -19% | -17% | -9% | -1% | -0.2
CC(=O)c1ccc(S(=O)(=O)Oc2ccc(C(=O)O)cc2Cl)cc1 | -14 | -1 | 14 | 3% | -2% | -10% | -28% | -6% | 0.7
CC(=O)Nc1ccc(S(=O)(=O)NNC(=O)COc2ccc(Cl)cc2Cl)cc1 | 2 | 1 | 7 | -4% | 0% | -15% | -19% | 11% | -1.9
COc1cccc(C2=NOC(C(=O)Nc3cccnc3Cl)C2)c1OC (configuration not stated) | 0 | -4 | 14 | 24% | 0% | 2% | -1% | 22% | 0.8
Cn1ccnc1SCC(=O)Nc1cc(C(F)(F)F)ccc1N1CCOCC1 | x | -12 | 19 | 0% | 3% | -7% | 9% | -8% | 0.8

Entries of single compounds, looked up by structure. Order of values: PI5P4Ka inh	D3 ag	D3 antag	GLP1R inv ag	HEK293 tox	PLK1 PBD inh	WRN helicase inh	GLP1R ag	IL2 activator
`Cn1ccnc1SCC(=O)Nc1cc(C(F)(F)F)ccc1N1CCOCC1` reads x	-12	19	0%	3%	-7%	9%	-8%	0.8
`CC(=O)Nc1ccc(S(=O)(=O)NNC(=O)COc2ccc(Cl)cc2Cl)cc1` reads 2	1	7	-4%	0%	-15%	-19%	11%	-1.9
`COc1cccc(C(=O)N(Cc2ccc3c(c2)OCO3)Cc2nc3ccccc3c(=O)[nH]2)c1` reads -1	-4	3	-16%	u	-7%	-5%	1%	-1.0
`COc1cccc(C2=NOC(C(=O)Nc3cccnc3Cl)C2)c1OC` (configuration not stated) reads 0	-4	14	24%	0%	2%	-1%	22%	0.8
`CCOc1c2ccc(C(=O)NCc3ccc(OC(F)(F)F)cc3)cc2nn1CC` reads 1	3	2	-15%	-19%	1%	0%	15%	-0.7

Screening results from PubChem.
